RORgamma inh = qHTS for inhibitors of ROR gamma transcriptional activity; Nuclear receptor ROR-gamma (Mus musculus), P51450; Drosophila S2 Gal4-RORgamma UAS-luciferase reporter, 20 h; Potency, µM (series often up to 53.6 µM), inactives show at the top dose activity change, negative = inhibition, hits mostly inhibitors; hit rate 5.4% among 310,000; AID 2551, 2010; also: % is scaled to controls: 0 for no effect and ±100 for the full control effect; nearly all actives have a fitted effect of over 60% in size
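A Gal4/UAS one-hybrid system in insect cells: metallothionein-promoter Gal4–ROR gamma fusion plus Photinus luciferase reporter. Copper sulfate 700 uM final, 20 hr ambient incubation, luminescent detection after 10 min with reagent.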
Gal4-VP16 FLuc = VP16 counterscreen qHTS for inhibitors of ROR gamma transcriptional activity; AID 2546, 2010; Drosophila S2 Gal4-VP16 UAS-luciferase, luminescence, 20 h; Potency, µM (titrated, usually from 53.6 µM), for inactives: at the top dose activity, negative = inhibition, usual class: inhibitors; hit rate 3.5% among 310,000;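 also: Gal4-VP16 expression switched on by copper sulfate through the metallothionein promoter; % is scaled to controls: 0 for no effect and ±100 for the full control effect; nearly all actives have a fitted effect of over 50% in size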
NPC1 promoter act = qHTS Assay for NPC1 Promoter Activators | Potency, µM (titrated, usually from 9.22 µM), for inactives: at the top dose activation, usual class: activators | AID 485313, 2010 | Huh7 NPC1 promoter luciferase reporter, 24 h | hit rate 2.4% among 320,000;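 also: % of control where 0% means no effect; nearly all actives have a fitted effect of over 60% in size; reporter is driven by a mutant NPC1 promoter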
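In 1536-well qHTS, Huh7 cells harboring an NPC1 promoter–luciferase construct received compound for 24 h; activation was quantified by luminescence following luciferase reagent addition.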
MLL CXXC-DNA inh = qHTS Fluorescence Polarization Assay for Inhibitors of MLL CXXC domain - DNA interaction; hit rate 0.037% among 290,000; Histone-lysine N-methyltransferase 2A (Homo sapiens), Q03164; Potency, µM (titrated, usually from 115 µM), inactives show at the highest dose activity change, negative = inhibition, most hits filed as inhibitors; MLL-CXXC / FITC-HOXA9 DNA fluorescence polarization; AID 2662, 2010; active = well fitted inhibition curve with a large enough effect in the polarisation, with a control signal flat, not every such curve was filed as active; inconclusive = small, poorly fitted or top-dose-only effect, or effect the other way, or a change in a side signal; inactive = no such curve, though single readings can be large or run the other way; the % refers to the polarisation
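Fluorescence polarization: 7 uM MLL-CXXC (stock) preincubated 5 min with compounds, then 50 nM fluorescein-HOX-A9 DNA (stock) added; 30 min ambient. Buffer 50 mM Tris-HCl pH 7.5, 50 mM NaCl, 1 mM DTT, 0.05% BSA.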
uPA generation = qHTS for Inhibitors of Cell Surface uPA Generation; cell surface uPA generation assay, qHTS; Potency, µM (titrated, usually from 38.3 µM), for the others: at the highest dose activity change, negative = inhibition, hits mostly inhibitors; hit rate 0.31% among 330,000; AID 540303, 2011; active = well fitted inhibition curve with a large enough effect; inconclusive = small, poorly fitted or top-dose-only effect; inactive = no such curve, though single readings can be large or run the other way; tested in mouse RAW 264.7 cells; also: % is scaled to controls: 0 for no effect and ±100 for the full control effect; nearly all actives have a fitted effect of over 55% in size
FLuc counter = qHTS profiling assay for firefly luciferase inhibitor/activator using purifed enzyme and Km concentrations of substrates (counterscreen for miR-21 project); Luciferin 4-monooxygenase (Photinus pyralis), P08659; hit rate 6.9% among 360,000; Potency, µM (series often up to 57.5 µM), for the others: at the top dose activity change, negative = inhibition, hits mostly inhibitors; purified FLuc, Km substrates, luminescence inhibition;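 also: plate controls were vehicle for no effect and reference inhibitor for full effect; nearly all actives have a fitted effect of over 55% in size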
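Purified P. pyralis luciferase (10nM final) with 10uM D-luciferin and 10uM ATP (Km levels) in 50mM Tris acetate pH 7.5, 10mM Mg acetate, 0.01% Tween-20, 0.05% BSA; qHTS 6-point titration, ~60 µM downward; luminescence read.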
ELG1 genotox = qHTS screen for small molecules that induce genotoxicity in human embryonic kidney (HEK293T) cells expressing luciferase-tagged ELG1. hit rate 1.3% among 330,000. Potency, µM (top dose mostly 46 µM), inactives show at the highest dose activity change, positive = activation, most hits filed as activators. HEK293T ELG1-luciferase reporter, luminescence, 16 h; also: % of control where 0% means no effect; nearly all actives have a fitted effect of over 60% in size
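Reporter readout depends on ELG1 protein level, which increases with genetic stress. After 16 hr compound exposure at 37 °C, luciferase activity was quantified using ONE-Glo.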
p53 reactivator = qHTS assay for re-activators of p53 using a Luc reporter. H1299 p53-A138V BP100-luciferase reporter, luminescence, 24 h. Potency, µM (series often up to 92.2 µM), for the others: at the top dose activity change, positive = activation, hits mostly activators. hit rate 0.063% among 320,000; also: % of control where 0% means no effect; nearly all actives have a fitted effect of over 45% in size
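H1299 (p53-null), stable ts p53-A138V + BP100-Luc; 1000 cells/well, Opti-MEM/10% FBS; cpd 4 pt, 1:5; 24 h, 37 deg C, 5% CO2; detection reagent 10 min RT; luminescence.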
BRCA1 expr act = qHTS Assay to Identify Small Molecule Activators of BRCA1 Expression. Potency, µM (titrated, usually from 46.1 µM), inactives show at the top dose activation, actives largely listed as activators. hit rate 1.1% among 380,000. MCF7-BRCA1-FFLuc reporter, luminescence, 48 h; response scale: scaled: vehicle 0%, 10 µM genistein 100%; also: nearly all actives have a fitted effect of over 80% in size; some results filed as inactive show a strong effect at the top dose
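MCF7-BRCA1-FFLuc, 2000 cells/well; 2 h attach, 37 °C/5% CO2; compound 48 h; luciferase substrate 15 min; luminescence end-point. Norm. to genistein 10 microM max activation and DMSO; concentration-response curves fitted.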
MBNL1 CUG block = qHTS Assay for Inhibitors of MBNL1-poly(CUG) RNA binding. Muscleblind-like protein 1 (Homo sapiens), Q9NR56. Potency, µM (titrated, usually from 57.5 µM), without a hit: at the top dose activity change, negative = inhibition, usual class: inhibitors. hit rate 0.036% among 280,000. TR-FRET MBNL1-His/biotin-(CUG)12 binding, 665/545 ratio; active = well fitted inhibition curve with a large enough effect in the signal ratio, with a control signal flat, not every such curve was filed as active; inconclusive = small, poorly fitted or top-dose-only effect, or effect the other way, or a change in a side signal; inactive = no such curve, though single readings can be large or run the other way; the % refers to the signal ratio; also: % is scaled to controls: 0 for no effect and ±100 for the full control effect
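Compounds (final 92 nM to 58 uM) are added to His-tagged MBNL1 and biotin-(CUG)12, then terbium anti-His antibody and streptavidin-XL665 (5 nM final). After 60 min at room temperature, the 665/545 nm ratio is read.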
Rab9 promoter act = qHTS Assay for Rab9 Promoter Activators; Huh7 Rab9 promoter-luciferase reporter, luminescence, 24 h; Potency, µM (doses to about 9.22 µM), without a hit: top-dose activation, negative = inhibition, hits mostly activators; hit rate 2.8% among 320,000; also: % of control where 0% means no effect; nearly all actives have a fitted effect of over 60% in size
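Huh7 reporter line, Rab9 promoter upstream of luciferase. Compound exposure 24 h at 37 °C in reduced-serum medium with 10% FBS. Read-out: luminescence.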
Starred values were filed as active, the others as inactive; ? = inconclusive; / = not tested or not shown; & = joins results of further samples; [ ] = remark or other dose. Unless noted, calls follow the shape of the dose curve; as a rule, active = well fitted curve in the direction sought with a large enough effect; inconclusive = small, poorly fitted or top-dose-only effect, or another doubt; inactive = no such curve, though single readings can be large; an effect the other way counts as inactive or inconclusive. Potency is read from the fitted curve at half-maximal effect. Some of the compounds tested; rates above refer to the full screens.

Order of results – RORgamma inh | Gal4-VP16 FLuc | NPC1 promoter act | MLL CXXC-DNA inh | uPA generation | FLuc counter | ELG1 genotox | p53 reactivator | BRCA1 expr act | MBNL1 CUG block | Rab9 promoter act
[1] COC(=O)c1[nH]c(C)c(/C(O)=C2\C(=O)C(=O)N(CCN(C)C)C2c2cc(OC)ccc2OC)c1C (stereo not drawn)
  2% | 17% | 1% | -1% | -4% | 5% | 0% | -1% | 23% | -8% | -9%
[2] CC(C)C(OC(=O)C1=Cc2ccccc2OC1)C(=O)NC1CCCC1 (stereo not drawn)
  -1% | -5% | -2% | -2% | 2% | 4% | 1% | 6% | -35% | 5% | 0%
[3] CCn1c(CSc2n[nH]c(N)n2)nc2cc(C(=O)O)ccc21
  3% | -2% | -1% | 35µM* | 3% | 4% | 1% | -2% | -12% | / | -4%
[4] COC(=O)c1ccc(COc2ccc(/C=N/Nc3nc(C)cc(=O)[nH]3)cc2)cc1
  0% | 3% | 3% | -2% | 18% | -18% | 0% | 6% | 33% | -2% | 15%
[5] CCOC(=O)c1nn(-c2ccc(C)cc2)cc1C(=O)c1ccccc1
  ? | -10% | 4µM* | 4% | -5% | 1.9µM* | 2.6µM* | 1% | 50%[1.84 µM] | -9% | 2.8µM*
[6] Cc1cccc(C(=O)NCC(=O)OC(C)C(=O)Nc2ccc(Cl)cn2)c1 (stereo not drawn)
  / | / | -1% | / | -8% | 1% | 14% | 1% | 5% | / | -1%
[7] Cc1cc[n+](CC(=O)c2cccc([N+](=O)[O-])c2)c2ccccc12
  ? | -2% | 12% | 0% | -6% | 2% | -6% | 4% | -43% | ? | 4%
[8] COC(=O)c1c(C)[nH]c(C(=O)C(C)OC(=O)c2cc(C)oc2C)c1C (stereo not drawn)
  / | / | -2% | / | -10% | 4% | -1% | -1% | -46% | / | -14%
[9] CCN(CC)C(=O)Cn1c(=O)n(Cc2ccc(F)cc2)c(=O)c2sccc21
  11% | -8% | -3% | 1% | 4% | -5% | 3% | 27% | -10% | 4% | 0%
[10] COc1ccc(O)c(CN2CCN(CCCc3ccccc3)C(CCO)C2)c1 (stereo not drawn)
  15% | 12% | -1% | 7% | ? | 4% | -5% | / | -30% | -17% | -6%
[11] CCOC(=O)C1CCN(c2c(Nc3ccc(C)c(C)c3)c(=O)c2=O)CC1
  8% | 4% | 1% | -14% | -6% | 0% | -1% | 1% | 2% | ? | 9%
[12] Cc1cccn2c(=O)c3cc(C(=O)NC4CCCCC4)c(=N)n(Cc4ccccc4)c3nc12
  26% | 4% | 9% | -7% | -4% | ? | -10% | 2% | -3% | 21% | 7%
[13] CCCCOCCCNC(=O)COc1ccccc1
  -5%[0.365 µM] | / | -1% | 4% | 9% | -1% | 0% | 9% | 27% | 1% | 0%
[14] CCOC(=O)N1CCC(N2C(=O)c3ccc(C(=O)Nc4ccc(OC)c(OC)c4)cc3C2=O)CC1
  8% | 5% | -4% | 58%[activator] | -2% | 1% | 0% | 0% | 12% | 0% | -3%
[15] O=C(N/N=C/c1ccc2c(c1)OCO2)c1cccnc1
  -23% | 18% | 28% | -9% | 3% | 27µM* | 24% | 27% | 31% | ? | 13%
[16] Cc1cc(Cl)ccc1OCC(=O)Nc1ccccc1CO
  43% | 18% | 23% | -4% | 4% | 21µM* | ? | 8% | 49% | 0% | 15%
[17] CCOc1c2ccc(C(=O)NCc3ccc(OC(F)(F)F)cc3)cc2nn1C
  ? | 0% | -3% | 0% | 4% | 1% | 3% | -3% | 1% | 3% | 1%
[18] Cn1c(=O)oc2cc(S(=O)(=O)CCC(=O)N3CCN(c4ccccc4F)CC3)ccc21
  -8% | -5% | 6% | 6% | -3% | -1%&0% | 0% | -3% | 7% | -6% | 0%
[19] O=C(O)C1Cc2ccccc2CN1S(=O)(=O)c1ccc(Cl)cc1 (stereo not drawn)
  13% | -4% | -4% | 11% | 1% | -18% | 2% | 2% | 0% | -1% | -4%
[20] CCOc1cc2[nH]c(=O)n(CCCCC(=O)NC3CCCCCC3)c(=O)c2cc1OCC
  -1% | -11% | 3% | -9% | 1% | 3% | 3% | 6% | 16% | 19% | 0%
[21] C=CCSC1=C(C#N)C(c2ccc(C(C)C)cc2)CC(=O)N1 (stereo not drawn)
  -4% | -11% | 2% | -5% | -17% | 2% | -3% | -2% | 0% | 5% | 6%
[22] CCOc1cc(/C=N/NC(=O)C(=O)NCc2ccc3c(c2)OCO3)ccc1OCC(=O)N1CCOCC1
  -2% | -8% | -2% | 7% | -5% | 0% | 2% | -5% | 4% | 4% | -4%
[23] COCc1cc(C)nc2sc3c(=O)n(-c4cccc5ccccc45)nnc3c12
  -36% | -12% | 3% | -2% | 0% | 0% | 1% | -3% | 5% | 9% | 0%
[24] CC(C)C(NS(=O)(=O)c1cccc2nsnc12)C(=O)NC1CCCCC1 (stereo not drawn)
  -6% | -6% | -5% | 14% | -3% | 3% | -1% | -1% | 2% | ? | -2%
[25] Cc1ccc(-c2noc(C3CCCN(C(=O)c4cccc(F)c4)C3)n2)cc1 (stereo not drawn)
  / | / | 1% | -2% | 9% | -18% | 5% | / | -3% | -16% | -40%[inhibitor]
[26] O=C(O)CC12CC3CC(C1)CC(n1ncc(NCc4ccc(F)cc4)c(Cl)c1=O)(C3)C2
  7% | ? | -3% | -4% | -10% | -4% | 0% | 0% | 4% | / | -1%
[27] COc1cc(OC)cc(C(=O)Nc2ccc(N3CCN(C(=O)c4cccs4)CC3)cc2)c1
  25% | 3% | -29% | -5% | -11% | 3% | -14% | -13% | -61% | -6% | -4%
[28] CC(C)CC(=O)Nc1cccc(-c2nc3ncccc3o2)c1
  2% | -1% | -1% | 17% | -5% | -25% | -1% | 2% | 46% | 1% | 5%
[29] CC(=O)N1CCN(C(=O)C2(NC(=O)Nc3ccc(C)cc3)CCCCC2)CC1
  -42% | ? | 16% | -3% | 3% | -2% | 3% | 12% | 45% | -11% | 16%
[30] CC1Sc2ccc(S(=O)(=O)N(C)Cc3ccccc3)cc2NC1=O (stereo not drawn)
  16% | 2% | -2% | 11% | 0% | 2% | -8% | 2% | 6% | -3% | -3%
[31] COc1cc2[nH]c3c(N4CCN(c5ccc(Cl)cc5)CC4)ncnc3c2cc1OC
  -20% | ? | 19% | -2% | 10% | ? | 0% | -1% | -10% | 3% | -7%
[32] CCOc1ccc(NS(=O)(=O)c2ccc(N)cc2)cc1
  24% | 20% | -4% | 0% | 4% | 8% | 1% | -1% | -1% | -2% | 4%
[33] Cc1cc(=O)oc2c3c(cc(OCC(=O)N[C@@H](C)C(=O)O)c12)OC(C)(C)CC3
  -9% | -10% | -5% | 11% | 11% | 2% | -1% | 4% | -3% | 7% | -4%

Three structures out of the list, sorted by molecular weight, rising:
Order of results – RORgamma inh | Gal4-VP16 FLuc | NPC1 promoter act | MLL CXXC-DNA inh | uPA generation | FLuc counter | ELG1 genotox | p53 reactivator | BRCA1 expr act | MBNL1 CUG block | Rab9 promoter act
[25] Cc1ccc(-c2noc(C3CCCN(C(=O)c4cccc(F)c4)C3)n2)cc1 (stereo not drawn)
  / | / | 1% | -2% | 9% | -18% | 5% | / | -3% | -16% | -40%[inhibitor]
[20] CCOc1cc2[nH]c(=O)n(CCCCC(=O)NC3CCCCCC3)c(=O)c2cc1OCC
  -1% | -11% | 3% | -9% | 1% | 3% | 3% | 6% | 16% | 19% | 0%
[1] COC(=O)c1[nH]c(C)c(/C(O)=C2\C(=O)C(=O)N(CCN(C)C)C2c2cc(OC)ccc2OC)c1C (stereo not drawn)
  2% | 17% | 1% | -1% | -4% | 5% | 0% | -1% | 23% | -8% | -9%

High-throughput results deposited in PubChem BioAssay by National Center for Advancing Translational Sciences (NCATS).
